# Source: PubChem BioAssay
# D1 antag: antagonists of human D1 dopamine receptor. P21728. HEK293 TREx D1 cells, calcium flux, dopamine EC80; hits give low values. activity change, negative = inhibition, % at 10 µM. 360,000 compounds, 3.2% hits. AID 504652; in the data active = activity change below about -30%; also: % is scaled to controls: 0 for no effect and ±100 for the full control effect
#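 After overnight tetracycline induction at 30 C, force-coupled D1 HEK293 cells took up a no-wash calcium dye at room temperature. Compounds were added and monitored 180 s, and the response to EC80 dopamine was then recorded.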
# D2 ag: D2 dopamine receptor (human) agonism; P14416; AID 485358; 340,000 compounds, 0.53% hits; activation, % at 2 µM; HEK293 T-REx D2 cells, calcium flux agonist mode;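 active = activation over 3 SD above normal in the single-dose calcium agonist read, cut at about 30% in these data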; also: 0% is about no effect
#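 Agonism scored from kinetic calcium signal (1 read/sec, 180 s) following compound pin transfer, after a 10 s baseline. Cells: HEK293 Trex line expressing inducible D2 receptor coupled to calcium, dye-loaded after overnight culture at 30 C.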
# D2 antagonist: D2 dopamine receptor (human) antagonism; P14416; HEK293 TREx D2 cells, calcium flux, dopamine EC80; inhibition, % at 10 µM; 340,000 compounds, 2% hits; AID 485344; in the data active = inhibition above about 30%; also: 0% is about no effect
#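 Cells plated overnight at 30 C with tetracycline; no-wash calcium dye, 30–90 min RT; 10 s baseline; compound pinned; 180 s read; EC80 dopamine added; another 180 s read.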
# D1 agonist: activates the human D1 dopamine receptor; P21728; HEK293 T-REx D1 cells, calcium flux, agonist mode; activation, % at 2 µM; 360,000 compounds, 1% hits; AID 504660; also: 0% is about no effect
#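 Tetracycline-induced HEK293 TREx D1 cells, force-coupled to calcium signalling, were dye-loaded with a no-wash calcium kit. Compound was pin-added after a 10 s baseline. Fluorescence was read kinetically at 1 cycle/s for 180 s, with calcium rises flagged as agonism.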
# D2 potentiator: positively modulates the human D2 dopamine receptor allosterically. P14416. HEK293 T-REx D2, calcium flux, EC20 dopamine potentiation. potentiation, % at 10 µM. 340,000 compounds, 0.34% hits;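 active = potentiation over 3 SD above the plate norm, cut at about 30% in these data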; also: 0% is about no effect
#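 Using a no-wash calcium dye in inducible, force-coupled HEK293 Trex cells expressing D2, we tracked fluorescence each second for 180 s after compound, then for 180 s after EC20 dopamine to detect augmented signalling.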
# D1 potentiator: enhances dopamine response at the human D1 receptor | P21728 | 360,000 compounds, 0.036% hits | potentiation, % at 10 µM | AID 504651 | HEK293 TREx D1 cells, calcium flux, dopamine EC20 potentiation; in the data active = potentiation above about 30%; also: 0% is about no effect
# TRHR agonist: agonists of human TRH receptor; activation, % at 2 µM; P34981; AID 493084; TRHR cells, calcium flux fluo-8, FDSS agonist mode; 360,000 compounds, 0.18% hits; also: 0% is about no effect
#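 Agonist-mode FDSS calcium read (Ex 480/Em 530, 1 s cycles) in 1536-well TRHR cells with fluo-8 dye, after 10-cycle baseline and 23 nL compound addition; TRH at EC20 (10 nM final) added afterwards for the enhancer phase.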
# TRHR enhancer: allosteric enhancers of human TRH receptor. TRHR cells, fluo-8 calcium fluorescence, EC20 TRH enhancement. enhancement, % at 2 µM. 360,000 compounds, 0.66% hits. AID 493056; in the data active = enhancement above about 30%; also: 0% is about no effect
#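 TRHR-expressing cells loaded with fluo-8 calcium dye were read kinetically (ex 480/em 530) during compound addition, then stimulated with an EC20 of TRH (10 nM final). Enhancement of the Gq-mediated intracellular calcium response was scored.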
# RXFP1 antagonist: blocks the human relaxin receptor RXFP1; activity change, negative = inhibition, % at 57.5 µM; Q9HBX9; HEK293-RXFP1, relaxin-stimulated cAMP HTRF, 30 min; hits give low values; 350,000 compounds, 0.59% hits; AID 1259400;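 active = activity change of -60% or lower, but not beyond a set lower limit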; also: % is scaled to controls: 0 for no effect and ±100 for the full control effect
# Target sequence (Q9HBX9 whole entry, looked up): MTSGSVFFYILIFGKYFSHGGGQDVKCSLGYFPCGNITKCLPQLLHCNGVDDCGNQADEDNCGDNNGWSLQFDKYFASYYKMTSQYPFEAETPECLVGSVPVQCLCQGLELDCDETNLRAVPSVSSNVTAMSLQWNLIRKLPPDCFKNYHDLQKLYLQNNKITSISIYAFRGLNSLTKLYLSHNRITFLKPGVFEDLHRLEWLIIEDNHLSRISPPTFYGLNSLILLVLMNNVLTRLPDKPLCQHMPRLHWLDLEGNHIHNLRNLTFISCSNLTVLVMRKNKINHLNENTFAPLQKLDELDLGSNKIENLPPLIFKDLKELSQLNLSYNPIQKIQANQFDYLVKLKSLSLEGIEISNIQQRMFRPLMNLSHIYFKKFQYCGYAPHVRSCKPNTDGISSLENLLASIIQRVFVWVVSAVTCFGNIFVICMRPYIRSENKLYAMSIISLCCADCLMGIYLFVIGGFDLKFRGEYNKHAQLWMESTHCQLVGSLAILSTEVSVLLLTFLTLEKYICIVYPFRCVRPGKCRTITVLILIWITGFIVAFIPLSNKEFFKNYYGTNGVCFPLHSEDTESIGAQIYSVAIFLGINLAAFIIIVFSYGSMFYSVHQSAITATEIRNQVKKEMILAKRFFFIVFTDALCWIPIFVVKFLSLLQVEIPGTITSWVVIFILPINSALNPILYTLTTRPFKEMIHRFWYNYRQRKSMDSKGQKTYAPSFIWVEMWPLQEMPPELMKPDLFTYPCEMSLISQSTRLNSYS
# Active calls of the source: *; nt = not tested or not shown; & = joins results of further samples. Rule as the data show it, unless noted: active = activation above about 30%; inactive = the rest.
# Value order: TRHR enhancer	D1 agonist	RXFP1 antagonist	D1 potentiator	D2 antagonist	TRHR agonist	D2 potentiator	D1 antag	D2 ag
> OC1(c2ccccc2)Cc2cccc[n+]2C1c1ccccc1 (stereo not drawn)
→ -4	0	-1	-5	-5	-0.6	5	9	0.4
> CC(C)c1ccccc1NC(=O)COC(=O)Cc1c[nH]c2ccccc12
→ 2	1	15	-5	0	0.1	1	6	-0.5
> CCc1cccc(NC(=O)COC(=O)c2cn(CC)c3nc(C)ccc3c2=O)c1
→ 7	1	nt	4	nt	0.3	-10	10	0.0
> CCCCc1cc(=O)oc2c3c(cc(OCC(=O)N4CCC[C@H]4C(=O)O)c12)OC(C)(C)CC3
→ -4	0	nt	10	0	-0.3	-4	0	0.7
> CC(NC(=O)C1CCN(S(=O)(=O)c2cccc3cccnc23)CC1)c1ccccc1 (stereo not drawn)
→ 1	0	10	2	-3	-0.7	7	-9	0.0
> O=S(=O)(Cc1ccccc1)NCc1ccccn1
→ 3	-1	14	1	13	0.2	-2	4	0.3
> CC(=O)Nc1ccc(S(=O)(=O)Nc2ccccc2C(=O)N2CCOCC2)cc1
→ 13	1	11	3	17	0.4	15	-4	-1.1
> O=c1c2sccc2nc(SCc2cc(=O)n3ccccc3n2)n1-c1ccc(Br)cc1
→ -1	2	-1	1	nt	-0.4	nt	9	nt
> CCc1noc(C)c1C(=O)N1CCCC(N2CCN(c3cccc(Cl)c3)CC2)C1 (stereo not drawn)
→ -8	4	4	1	8	0.4	-7	-11	1.7
> O=C(Nc1ccccc1)C1CC2CCCC(C1)C2=O (stereo not drawn)
→ -6	4	4	-4	14	-0.4	18	-3	0.5
> O=C(CSS(=O)(=O)O)N1CCN(C(=O)c2ccoc2)CC1
→ 1	4	12	8	5	0.1	14	1	-0.2
> O=C(CSCc1ccccc1)Nc1ccccc1C(=O)Nc1ccc(C(=O)O)cc1
→ -2	0	-13	2	-12	0.2	-2	-10	0.3
> CCCN(Cc1nnc(-c2cccs2)o1)C(=O)CN1C(=O)NC2(CCC(C)CC2)C1=O (stereo not drawn)
→ 1	0	-12	1	2	-0.2	13	-21	0.1
> CO/N=C/c1ccc(N2CCCC2)c([N+](=O)[O-])c1
→ -3	1	-8	0	8	-0.2	26	4	1.0
> Cc1ccc(NC(=S)NC(C)CCc2ccccc2)cc1C (stereo not drawn)
→ -5	16	-4	-4	-1	0.7	-10	-10	1.0
> CC(=O)c1ccc(NC(=O)c2sc3nc(C)c(C)c(C)c3c2N)cc1
→ 0	3	-2	-2	nt	0.4	nt	-6	nt
> COc1ccc(CCNc2ncnc3nc[nH]c23)cc1OC
→ -1	3	nt	-2	4	-0.3	22	-24	1.7
> COc1ccc(CNC(=O)C2=CCN(S(=O)(=O)c3ccc(C)cc3)CC2)cc1
→ 2	-1	-6	5	-5	-0.2	5	2	-0.6
> O=C(Nc1ccccc1N1CCCCC1)c1ccc(F)c(S(=O)(=O)N2CCOCC2)c1
→ 1	5	1	2	9	0.0	10	-15	-0.4
> CCN(CC)C1CCN(c2nc3nonc3nc2NCCOC)C1 (stereo not drawn)
→ 1	-1	-5	0	-3	0.8	7	-1	0.9
> CCCCCc1ccc(-c2cn(Cc3cccc(OC)c3)nn2)cc1
→ 1	13	nt	-7	-22	1.2	6	-28	1.7
> N#C/C(=C\c1ccccc1OCC(=O)O)c1nc2ccccc2[nH]1
→ 3	2	-7	6	13	0.3	0	-2	-2.6
> COC(=O)CSc1nnc(NC(=O)/C=C\c2ccc3c(c2)OCO3)s1
→ 2	3	0	-3	3	0.0	11	18	0.2
> NC(=O)C1=C[C@H](c2coc3ccccc3c2=O)C[C@H](OCc2ccc(CO)cc2)O1
→ 0	-5	nt	5	3	0.0	4	6	-0.7
> CC(/C=N/N1CCN(c2ccccc2)CC1)=C\c1ccccc1
→ -1	1	-8	-5	-1	2.0	1	0	-0.1
> O=C(NCC(c1ccco1)N1CCN(c2ccc(F)cc2)CC1)c1ccco1 (stereo not drawn)
→ 1	3	-5	-3	-24	0.0	6	4	1.0
> Cc1ccc(C(=O)NCC(=O)NC23CC4CC(CC(C4)C2)C3)cc1
→ -4	0	-11	-6	12	0.4	-8	-14	30*
> COC(=O)c1cc(C(=O)Cc2ccccc2)c[nH]1
→ 2	9	nt	6	-13	0.1	9	-12	0.6
> CC(CC(=O)NCc1ccc(Cl)cc1)CC1=NS(=O)(=O)c2ccccc2N1 (stereo not drawn)
→ 3	1	-2	0	nt	0.5	-16	-1	0.4
> CC1(c2ccccc2Cl)NC(=O)N(CC(=O)NC(=O)NCc2ccco2)C1=O (stereo not drawn)
→ 3	2	4	-3	-19	-0.6	-7	-3	-0.4
> Cc1cccc(NC(=O)CN2C(=O)S/C(=C\C(=O)Nc3ccc(Cl)cc3)C2=O)c1
→ 9	2	12	-3	-15	0.1	11	6	0.5
> Cc1ccc(C(=O)Nc2ccc3c(c2)OCCO3)c(C)c1
→ 0	-2	1	-4	-9	0.3	13	-6	0.9
> CCCC[C@]12Cc3cc(OC)c(OC)cc3C(O1)c1c(cc(-c3ccccc3)oc1=O)O2
→ -2	1	nt	-3	nt	-0.2	nt	-26	nt
> COc1ccccc1Cn1cc(C(=O)c2ccc(Cl)cc2)c(=O)c2cc3c(cc21)OCCO3
→ 2	3	-8	0	nt	0.0	1	-1	0.9
> N#Cc1cc(-c2ccccc2)oc1NC(=O)c1ccccc1
→ -5	2	-19	-7	17	-0.4	-20	-14	-0.5
> Cc1cc(C)cc(NC(=O)N2CCCN(c3c(Cl)cncc3Cl)CC2)c1
→ -7	0	-30	-4	-5	-0.2	0	-33*	-0.2
> CCc1ccc(CNC(=O)C2CCN(c3nn4cc(-c5ccc(F)cc5)nc4s3)CC2)cc1
→ 15	0	-17	5	nt	0.6	6	0	1.5
> COC(=O)CSC1=C(C#N)C(c2ccc(C(C)C)cc2)CC(=O)N1 (stereo not drawn)
→ 0	7	nt	nt	13	-0.4	-3	-4	-1.5
> O=C(/C=C/c1cccc(Oc2ccccc2)c1)N1CCOCC1
→ 3	2	17	-1	11	-1.1	0	-1	-0.6
> Cc1sc2ncnc(NCc3cccs3)c2c1C
→ 0	8	-10	-1	-3	6.4	4	-26	-0.1
> O=C(c1c(F)cccc1F)N(C1CCCCC1)C1CCCCC1
→ -8	16	-38	-3	7	-0.2	9	-11	1.3
> CC(OC(=O)C(C)Oc1ccccc1)C(=O)Nc1ccc(S(=O)(=O)N2CCCCC2)cc1 (stereo not drawn)
→ 5	4	-6	nt	nt	1.1	nt	3	nt
> CCN1CCCC1CNC(=O)CSCc1nc(-c2ccccc2C)oc1C (stereo not drawn)
→ 1	6	-7	-2	-20	0.6	8	-15	-1.0
> CC(=O)Nc1cccc(/C(C)=N/NC(N)=S)c1
→ 1	1	-19	-8	9	-0.1	-2	6	2.2
> COc1ccc(S(=O)(=O)Nc2ccccc2C(=O)N2CCOCC2)cc1C
→ 1	0	-2	1	-11	-0.7	11	0	-0.1
> COCCNC(=O)COc1ccccc1C
→ 5	1	0	15	-4	0.7	-9	12	0.3
> O=C(c1ccc([N+](=O)[O-])cc1)N1CCN(C(=O)C2CCCCC2)CC1
→ 4	1	8	2	-14	0.2	13	14	2.2
> COc1cccc(-c2nn(-c3ccccc3)cc2CO)c1
→ 8	0	-7	-7	-4	0.0	11	-15	-0.3
> Cc1cc(N2CCCCC2)ccc1[N+](=O)[O-]
→ -2	13	-7	-4	-13	0.1	-20	-9	0.1
> Cc1cccc(C)c1NC(=O)CN(C)C(=O)CC1OC(=O)c2ccccc21 (stereo not drawn)
→ -11	1	-6	-6	3	0.0	16	-5	0.1
> COc1ccc(NC(=O)N2CCCC(C(=O)NCCc3ccccc3)C2)cc1 (stereo not drawn)
→ -4	1	-15	-5	-15	-0.5	-13	-9	-1.6
> CN1CCN(c2ccccc2NC(=O)c2ccc([N+](=O)[O-])o2)CC1
→ -6	0	14	-3	8	-0.5	-20	8	0.3
> CCOC(=O)c1cccnc1SCC(=O)N(CC)c1cccc(C)c1
→ 0&-4	3&8	-33&-3	0&-11	-6	-0.6&0.5	-4&-7	2&-5	0.5&-2.1
> O=C(COC(=O)c1ccc(F)cc1)NCc1ccc(F)cc1
→ -3	2	-4	-3	20	-0.2	1	-3	-0.2
> Fc1ccc(Oc2nnnn2-c2ccccc2)cc1
→ 0	0	-7	5	-3	0.3	6	-8	-0.2
> Cc1c(CC(=O)O)c(=O)oc2cc(OCc3ccc(F)cc3F)ccc12
→ 5	2	-9	-5	-15	0.5	6	-9	2.0
> Cc1ccc(C(=O)COC(=O)c2nc3nccc(C)n3n2)c(C)c1
→ 1	0	-1	-5	-11	-0.2	-1	4	0.4
> Cc1cccc(OCCC(=O)OCC(=O)Nc2c(C)nn(-c3ccccc3)c2C)c1
→ -4	4	-5	0	-42	0.0	11	-3	0.8
> CCOc1ccccc1NC(=O)CSc1ncnc2c1oc1ccccc12
→ 3	3	-5	-6	2	-0.4	3	-20	-0.8
> CCOc1cc(NC(=S)NC)c(OCC)cc1NC(=O)c1ccc(OC)cc1
→ -2	1	9	-2	9	-1.1	2	11	-1.2

# 4 entries from above, sorted by length of the SMILES, low to high.
# Value order: TRHR enhancer	D1 agonist	RXFP1 antagonist	D1 potentiator	D2 antagonist	TRHR agonist	D2 potentiator	D1 antag	D2 ag
> COc1cccc(-c2nn(-c3ccccc3)cc2CO)c1
→ 8	0	-7	-7	-4	0.0	11	-15	-0.3
> CCOC(=O)c1cccnc1SCC(=O)N(CC)c1cccc(C)c1
→ 0&-4	3&8	-33&-3	0&-11	-6	-0.6&0.5	-4&-7	2&-5	0.5&-2.1
> Cc1c(CC(=O)O)c(=O)oc2cc(OCc3ccc(F)cc3F)ccc12
→ 5	2	-9	-5	-15	0.5	6	-9	2.0
> Cc1cccc(OCCC(=O)OCC(=O)Nc2c(C)nn(-c3ccccc3)c2C)c1
→ -4	4	-5	0	-42	0.0	11	-3	0.8

# Next section
# Value order: TRHR enhancer	D1 agonist	RXFP1 antagonist	D1 potentiator	D2 antagonist	TRHR agonist	D2 potentiator	D1 antag	D2 ag
> O=C1Nc2ccccc2C1Cc1ccccc1 (stereo not drawn)
→ 1	1	-12	3	5	-0.1	5	6	-0.3
> Cc1c(CN2CCC(n3nccc3NC(=O)C3CCOC3)CC2)[nH]c2ccccc12 (stereo not drawn)
→ 4	2	1	-2	10	0.0	0	7	1.9
> Cn1c(N)c(C(=O)COC(=O)c2ccc(Br)o2)c(=O)n(C)c1=O
→ 0	5	-4	1	-19	0.4	-2	-16	0.6
> CC(=O)c1ccc(NC(=S)Nc2ccc(N3CCOCC3)cc2)cc1
→ 5	5	-14	0	5	0.2	1	14	1.8
> Cc1noc(C)c1CSCC(=O)Nc1cc(C(F)(F)F)ccc1N1CCOCC1
→ -4	1	4	-4	9	-0.8	3	5	-0.7
> CCOCCCNC(=O)C(NC(=O)c1ccc(NC(C)=O)cc1)c1ccccc1 (stereo not drawn)
→ 1	1	-5	-9	-6	0.8	-1	13	0.9
> COc1ccc(NC(=S)N2CCN(c3ncccn3)CC2)c(OC)c1
→ 0	0	2	2	-12	-0.4	5	2	1.5
